DRD3 antagonist – antagonists of human D3 dopamine receptor; AID 652054; 360,000 compounds, 2.5% hits; max response, negative = inhibition, %; D3R cells, DiscoveRx beta-arrestin luminescence, antagonist mode; active compounds read low; in the data active = max response below about -50%; inconclusive = no clear call, values can overlap the other calls; note: % is set by controls: 0 for no effect and ±100 for the full control effect; mostly tested at two doses, the higher about 12 µM
Target sequence (P35462 whole entry, looked up): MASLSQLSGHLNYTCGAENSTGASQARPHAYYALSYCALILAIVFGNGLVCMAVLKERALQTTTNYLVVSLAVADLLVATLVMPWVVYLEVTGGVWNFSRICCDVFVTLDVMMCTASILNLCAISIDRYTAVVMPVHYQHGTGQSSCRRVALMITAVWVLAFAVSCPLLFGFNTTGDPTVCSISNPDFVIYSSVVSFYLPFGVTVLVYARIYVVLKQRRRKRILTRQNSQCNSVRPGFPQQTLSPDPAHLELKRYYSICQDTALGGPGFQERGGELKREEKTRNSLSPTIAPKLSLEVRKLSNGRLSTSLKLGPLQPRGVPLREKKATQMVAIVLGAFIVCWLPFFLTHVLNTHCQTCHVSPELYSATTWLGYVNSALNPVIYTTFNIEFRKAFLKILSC
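Cells expressing the human receptor were seeded at 1500 cells/well, incubated overnight at 37 degrees C in 5% CO2, then exposed to library compounds with dopamine controls for 90 minutes at 37 degrees C before luminescent detection.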
KB-3-1 tox – KB-3-1 parental cell cytotoxicity; Potency, µM (highest dose often 46.1 µM), without a hit: at the top dose activity change, negative = cytotoxic, most hits filed as cytotoxic; AID 1347075; KB-3-1 viability, CellTiter-Glo ATP luminescence, 72 h; 400,000 compounds, 1.4% hits; note: potency is the fitted concentration of half-maximal effect; % is set by controls: 0 for no effect and ±100 for the full control effect; nearly all actives have a fitted effect of over 60% in size
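Cells are dispensed, compounds pinned in, plates held at 37 °C for 72 h, then CellTiter-Glo is added and luminescence read after 10 minutes. Cell line: parental KB-3-1 in phenol-red-free DMEM, 10% FBS.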
HT1080 IDH1KD tx – kills HT-1080 cells with IDH1 knockdown; HT-1080 IDH1 knockdown viability, ATP luminescence, 48 h; Potency, µM (titrated, usually from 46.1 µM), inactives show top-dose activity, negative = toxicity, usual class: cytotoxic; 360,000 compounds, 2% hits;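 note: potency is the fitted concentration of half-maximal effect; 0% = DMSO wells and -100% = cell-free medium wells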
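Viability of IDH1-knockdown HT-1080 fibrosarcoma cells was assessed by CellTiter-Glo after 48 h at 37 °C with titrated compound; concentration-effect curves were classified by fit quality and response size.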
GLP1R ag – GLP-1 receptor (human) agonism. HEK293 GLP-1R CRE-luciferase, luminescence, 4-6 h; cells express a hypersensitive GLP-1R form. AID 624172. 380,000 compounds, 0.007% hits. Potency, µM (titrated, usually from 45.6 µM), inactives show top-dose activation, hits mostly activators; note: potency is the fitted concentration of half-maximal effect; % of control where 0% means no effect
Target sequence (P43220 whole entry, looked up): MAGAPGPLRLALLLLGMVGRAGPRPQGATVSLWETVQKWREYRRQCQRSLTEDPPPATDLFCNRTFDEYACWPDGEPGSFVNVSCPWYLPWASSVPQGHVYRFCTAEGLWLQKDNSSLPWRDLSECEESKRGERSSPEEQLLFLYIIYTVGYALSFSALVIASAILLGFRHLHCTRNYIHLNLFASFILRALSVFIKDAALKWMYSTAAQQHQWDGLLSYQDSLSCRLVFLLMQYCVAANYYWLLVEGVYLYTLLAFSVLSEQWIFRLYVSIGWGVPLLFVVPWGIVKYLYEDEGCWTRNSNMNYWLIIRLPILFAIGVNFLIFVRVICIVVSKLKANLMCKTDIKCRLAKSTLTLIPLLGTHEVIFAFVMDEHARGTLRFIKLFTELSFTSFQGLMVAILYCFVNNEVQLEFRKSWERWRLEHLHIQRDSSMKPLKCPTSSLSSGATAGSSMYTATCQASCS
KB-V1 cytotox – KB-V1 MDR subline cytotoxicity; 400,000 compounds, 3.4% hits; Potency, µM (series often up to 46.1 µM), without a hit: at the highest dose activity change, negative = cytotoxicity, usual class: cytotoxic; AID 1347076; KB-V1 MDR cells viability, CellTiter-Glo, 72 h; note: potency is the fitted concentration of half-maximal effect; % is set by controls: 0 for no effect and ±100 for the full control effect; nearly all actives have a fitted effect of over 60% in size
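Potencies derive from concentration-effect curves fitted to normalized luminescence (CellTiter-Glo) of KB-V1 cells treated for 72 h at 37 degrees C in phenol-red-free DMEM containing 10% FBS.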
SW480 rerep – DNA re-replication induction in SW480 cells; AID 624297; Potency, µM (top dose mostly 46.1 µM), for the others: at the highest dose re-replication activation, most hits filed as activators; SW480 DNA re-replication, Hoechst DNA content imaging, 48 h; 340,000 compounds, 1.8% hits; note: potency is the fitted concentration of half-maximal effect; % of control where 0% means no effect; nearly all actives have a fitted effect of over 55% in size
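Readout is total intensity of Hoechst-stained nuclei, excited at 405 nm and collected at 500-530 nm. Compound treatment lasted 48 hr at 37 C in 5% CO2 before staining.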
D3 ag – agonists of human D3 dopamine receptor; P35462; D3R DiscoveRx beta-arrestin cells, luminescence, 90 min; max activation, %; 410,000 compounds, 0.58% hits; AID 652048; in the data active = max activation above about 30%; note: 0% is about no effect; mostly tested at two doses, the higher about 12 µM
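Agonist mode: compounds and dopamine controls were applied to plated cells for 90 min at 37 degrees C after an overnight attachment at 1500 cells/well. Luminescent read-out followed 30 - 60 minutes at room temperature with DiscoveRx detection reagent.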
HT1080NT lethal – kills 2HG-producing HT-1080-NT fibrosarcoma cells; 360,000 compounds, 1.6% hits; AID 686970; Potency, µM (highest dose often 46.1 µM), for the others: at the highest dose activity, negative = less viability, usual class: cytotoxic; HT-1080-NT fibrosarcoma viability, CellTiter-Glo ATP luminescence, 48 h;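 note: NT is the 2HG producing partner of a matched IDH1 knockdown line; potency is the fitted concentration of half-maximal effect; 0% = DMSO-treated cells and -100% = media-only wells without cells; nearly all actives have a fitted effect of over 55% in size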
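Viability by CellTiter-Glo luminescence after 48 h compound exposure at 37C of HT-1080-NT cells (750/well, RPMI, 5% FBS). % activity scaled between DMSO wells and medium-only wells, then curve-fitted and categorized by curve class.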
IL1B secr inh – blocks inflammasome-driven IL-1 beta release. THP-1 LPS/ATP IL-1B secretion, AlphaLISA, 16 h; active compounds read low. activity change, % at 57.5 µM. 360,000 compounds, 4.7% hits. AID 743279; in the data active = activity change below about -50%; inconclusive = mostly about -30% to -49%; note: % is set by controls: 0 for no effect and ±100 for the full control effect
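Secreted IL-1B measured by AlphaLISA bead assay after 16 h compound exposure of THP-1 cells; compounds (final up to 57.5 uM) added 1 h before LPS (250 ng/mL) and ATP (1.25 mM) stimulation; lower signal means less secretion.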
* hit, by the source's call; i = inactive; ? = inconclusive; . = no result given; & = joins results of further samples; [ ] = remark or other dose. Unless noted, calls come from the whole dose curve; as a rule, active = well fitted curve in the direction sought with a large enough effect; inconclusive = small, poorly fitted or top-dose-only effect, or another doubt; inactive = no such curve, though single readings can be large; an effect the other way counts as inactive or inconclusive.

A first look:
(1) CCNC(=O)C1(C)CCN(C(=O)c2cc(F)ccc2C)C1 (stereo not drawn)
(2) COc1cccc(N2CC(C(=O)Oc3ccc4ccccc4c3)CC2=O)c1 (stereo not drawn)
(3) COc1ccccc1C(=O)Nc1ccnn1C1CCN(C(=O)c2ccoc2C)CC1
(4) C/C=C(/C)C(=O)O[C@@H]1c2cc3c(c(OC)c2-c2c(cc(OC)c(OC)c2OC)[C@@H](OC(C)=O)[C@@H](C)[C@H]1C)OCO3

assay / compound	1	2	3	4
HT1080 IDH1KD tx	12%	-12%	12%	11%
KB-3-1 tox	0%	2%	7%	14%
SW480 rerep	.	-8%	-2%	3%[9.22 µM]
HT1080NT lethal	21%	-5%	12%	2%
GLP1R ag	-5%	1%	-4%	15%
DRD3 antagonist	-5	-18	-10	-4
IL1B secr inh	7	34	-10	1
D3 ag	-28	4	2	2
KB-V1 cytotox	0%	0%	18%	0%

Results, from the start:
(1) CCNC(=O)C1(C)CCN(C(=O)c2cc(F)ccc2C)C1 (stereo not drawn)
(2) COc1cccc(N2CC(C(=O)Oc3ccc4ccccc4c3)CC2=O)c1 (stereo not drawn)
(3) COc1ccccc1C(=O)Nc1ccnn1C1CCN(C(=O)c2ccoc2C)CC1
(4) C/C=C(/C)C(=O)O[C@@H]1c2cc3c(c(OC)c2-c2c(cc(OC)c(OC)c2OC)[C@@H](OC(C)=O)[C@@H](C)[C@H]1C)OCO3
(5) CN(C(=O)c1cccc(NC(=O)Cc2ccc(NC(=O)C3CCN(S(=O)(=O)c4cccc([N+](=O)[O-])c4)CC3)cc2)c1)C1CC1
(6) Cc1ccc(-c2c[n+](=O)c3c(n2[O-])CCC3)cc1
(7) COc1ccc([C@@H]2[C@@H]3C(=O)N(C(C)(C)C)C(=O)[C@@H]3[C@]3(Cc4ccccc4)C(=O)N(c4ccc(Br)cc4)C(=O)N23)cc1
(8) Cc1cc(C)n(-c2c(F)c(F)c(COC(=O)c3ccccc3)c(F)c2F)n1

assay / compound	1	2	3	4	5	6	7	8
HT1080 IDH1KD tx	12%	-12%	12%	11%	0%	-3%	2%	9%
KB-3-1 tox	0%	2%	7%	14%	13%	10%	-37%	12%
SW480 rerep	.	-8%	-2%	3%[9.22 µM]	-4%	-4%[9.22 µM]	-9%	-2%[9.22 µM]
HT1080NT lethal	21%	-5%	12%	2%	-1%	11%	-4%	4%
GLP1R ag	-5%	1%	-4%	15%	-3%	-9%	-4%	1%
DRD3 antagonist	-5	-18	-10	-4	-11	14	-25	-2
IL1B secr inh	7	34	-10	1	22	2	0	24
D3 ag	-28	4	2	2	-15	9	-3	6
KB-V1 cytotox	0%	0%	18%	0%	-18%	11%	-4%	0%

(9) O=C(Cn1c(=O)n(Cc2ccco2)c(=O)c2cc(Cl)ccc21)NCC1CCCO1 (stereo not drawn)
(10) CCCn1c(N)c(N(CCOC)C(=O)c2cccc(S(=O)(=O)N3CCCc4ccccc43)c2)c(=O)[nH]c1=O
(11) C[C@H]1CN=C(N(C)C)N1CCC1CCCCC1
(12) Cc1ccc(C(=O)CCC(=O)OCC(=O)N2CCN(S(=O)(=O)c3ccc(C)cc3C)CC2)cc1
(13) CC1CCN(C(=S)SCc2nc(N)nc(Nc3ccccc3)n2)CC1
(14) CCN(CC)C(=O)CNC(=O)Cc1ccc(Cl)cc1
(15) COCCCNC(=O)CCn1c(=O)c2ccccc2n(CC(=O)Nc2c(C)cccc2C)c1=O
(16) CCCc1nc2ccc(NC(C)=O)cc2c(=O)n1Cc1ccccc1Cl

assay / compound	9	10	11	12	13	14	15	16
HT1080 IDH1KD tx	2%[9.24 µM]	14%	2%	-4%	-2%	5%	4%	-6%
KB-3-1 tox	1%	?	15%	0%	4%	-3%	9%	0%
SW480 rerep	-4%	0%	7%	?	-8%	-6%	-2%	-42%[inhibitor]
HT1080NT lethal	4%	12%	3%	-2%	-7%	7%	8%	-6%
GLP1R ag	-1%	-6%	15%	1%	31%	11%	1%	26%
DRD3 antagonist	-16	23	3	5	-2	14	?	3
IL1B secr inh	9	6	12	-6	-9	-14	0	?
D3 ag	7	6	3	7	3	9	-7	8
KB-V1 cytotox	-27%	6%	-17%	-6%	?	8%	28%	-9%

(17) COC(=O)c1c(-c2ccccc2)nn(-c2ccccc2)c1C(=O)OC
(18) CC(C)Cc1cc(CN2CCC(CO)(Cc3ccccc3)CC2)[nH]n1
(19) CCCC(=O)NC(NC(=S)Nc1ccc(S(N)(=O)=O)cc1)C(Cl)(Cl)Cl (stereo not drawn)
(20) Cc1cc(C)cc(Oc2ccccc2/C=C\C(=O)O)c1
(21) Cc1sc2ncnc(NS(=O)(=O)c3ccc(Cl)cc3)c2c1C
(22) COc1ccc(C(C)C)cc1S(=O)(=O)N1CCC(C(=O)N2CCN(C)CC2)CC1
(23) CC1CC(C)CN(S(=O)(=O)c2ccc(C(=O)N3CCN(c4ccccc4)CC3)cc2)C1 (stereo not drawn)
(24) Cc1cccc(OCCSCc2nc3ccccc3[nH]2)c1

assay / compound	17	18	19	20	21	22	23	24
HT1080 IDH1KD tx	4%	-3%	-1%	-1%	-5%	-6%	?	-6%
KB-3-1 tox	-1%	-1%	0%	-1%	7%	17%	-10%	-17%
SW480 rerep	-9%	8%	2%	-9%	-13%	-35%[inhibitor]	33%	-6%
HT1080NT lethal	1%	-4%	-3%	-6%	-10%	-1%	-11%	-9%
GLP1R ag	17%	0%	3%	-2%	-1%	3%	3%	2%
DRD3 antagonist	22	-27	-24	14	-1	10	11	1
IL1B secr inh	4	-4	10	28	59	i	-66*	8
D3 ag	0	-14	-2	0	0	-3	-11	2
KB-V1 cytotox	10%	1%	-3%	3%	-21%	?	-4%	?

(25) CC(C)(C)C(=O)NC(=S)NCCc1ccccc1
(26) CCCn1c(C)cc(C(=O)CN2C(=O)c3ccccc3S2(=O)=O)c1C
(27) COc1cc(C(=O)Nc2cccc(OCc3cc(=O)n4cc(C)sc4n3)c2)cc(OC)c1OC
(28) O=C(NCC1CCCO1)C1CC(=O)N(c2ccc(F)c(Cl)c2)C1 (stereo not drawn)
(29) CSCCC(NC(=O)c1ccccc1)C(=O)N(C)CC(=O)Nc1ccc(N2CCOCC2)cc1 (stereo not drawn)
(30) Cc1csc(SCC(=O)Nc2ncc(Cl)c(C)c2Cl)n1
(31) O=S(=O)(NCCc1cn2ccccc2n1)c1ccc(F)c(C(F)(F)F)c1
(32) O=C(c1cccnc1)N1CCN(c2ccc3ccccc3n2)CC1

assay / compound	25	26	27	28	29	30	31	32
HT1080 IDH1KD tx	-1%	0%	.	0%	?	15%	1%	1%
KB-3-1 tox	14%	-1%	-5%	8%	23%	-1%	1%	-10%
SW480 rerep	-2%	.	.	2%	1%	0%[9.22 µM]	-10%	1%
HT1080NT lethal	-1%	-2%	.	-3%	9%	13%	-21%	0%
GLP1R ag	4%	-7%	1%	6%	3%	-1%	0%	11%
DRD3 antagonist	-6	-15	.	-23	4	33	-9	1
IL1B secr inh	?	6	.	1	0	4	20	4
D3 ag	-3	-4	3	4	15	-2	3	-3
KB-V1 cytotox	-5%	0%	13%	12%	?	0%	-6%	6%

(33) COc1ccc(CNCC(O)COc2ccc(C(C)(C)c3ccccc3)cc2)cc1 (stereo not drawn)
(34) O=C(CO/N=C/c1cccc([N+](=O)[O-])c1)Nc1ccc2ccccc2c1
(35) CCOC(=O)C1(C)CCCN(C(=O)c2cc(C)on2)C1 (stereo not drawn)
(36) CCOc1ccccc1C(=O)Nc1ccc(S(=O)(=O)N2CCOCC2)cc1
(37) CCC1Nc2ncnc(N3CCOCC3)c2N(Cc2ccccc2)C1=O (stereo not drawn)
(38) Cc1cc(Cl)c2oc(C(=O)N3CCCCC3CCN3CCCC3=O)c(C)c2c1 (stereo not drawn)
(39) Cc1ccc(NC(=O)C2CCN(S(=O)(=O)c3ccc4c(c3)CCCC(=O)N4)CC2)cc1N(C)C
(40) CC(=O)c1cccc(NC(=O)NCCc2ccc(Cl)cc2)c1
(41) CCNC(=S)NNC(=O)c1cc(CC(C)C)nc2ccccc12
(42) CCCc1cc(=O)[nH]c(SCC(=O)Nc2ccccc2C#N)n1
(43) CCN1C(=NCCc2cccnc2)N[C@@H](c2ccccc2)C(C(=O)OC)=C1C

assay / compound	33	34	35	36	37	38	39	40	41	42	43
HT1080 IDH1KD tx	16µM*	1%	4%	-10%	3%	-9%	-10%	6%	1%	4%	-6%
KB-3-1 tox	?	0%	0%	-4%	-1%	0%	-13%&-13%	4%	7%	1%	-1%
SW480 rerep	?	-11%	.	2%	?	0%	5%	19%	-3%	-3%	?
HT1080NT lethal	21µM*	7%	27%	-21%	3%	-7%	-12%	-1%	0%	8%	-6%
GLP1R ag	2%	10%	-5%	17%	-1%	21%	-3%&3%	-2%	-6%	1%	0%
DRD3 antagonist	5	-2	47	28	-5	-12	13	-19	-21	13	-26
IL1B secr inh	-100*	4	-11	-2	16	-3	9	-16	13	35	-5
D3 ag	-19	1	11	4	-19	-4	5&-1	-7	-1	3	-56
KB-V1 cytotox	?	0%	0%	3%	0%	-28%	-2%&-4%	-4%	8%	7%	12%

Assay outcomes deposited in PubChem BioAssay by National Center for Advancing Translational Sciences (NCATS).
